Bioassay records from PubChem BioAssay.
KCNQ1 act: human KCNQ1 channel potentiation or activation; P51787; 310,000 compounds, 0.35% hits; B-score at 10 µM; AID 2648; CHO-K1 KCNQ1, thallium flux FluxOR fluorescence; active compounds read high;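 active = fluorescence ratio B-score, a plate-corrected score, at least three library SD, with initial intensity B-score within 5 SD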
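Schedule – 37 °C overnight plating, 90-min dark dye load, 20-min compound pretreatment · System – stable KCNQ1 CHO-K1 line · Probe or stimulus – thallium- and potassium-containing depolarizing buffer · Measured by – kinetic FluxOR fluorescence, 10 s baseline plus 110 s post-stimulus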
ANO1 activ: activates or potentiates the mouse TMEM16A chloride channel; Q8BHY3; HEK293 TMEM16A/YFP-H148Q/I152L, iodide quench fluorescence; active compounds read low; B-score at 10 µM; 340,000 compounds, 0.3% hits;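 active = fluorescence-ratio B-score plate-corrected deviation score at least 3 library SD below zero, with starting fluorescence score within 5 deviations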;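 also: channel opened by trigger with iodide after compound preincubation; score built on the fluorescence ratio of max minus min over baseline; more negative score means more quench and so TMEM16A activation or potentiation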
RGS4 pot: RGS4 potentiation or activation. 310,000 compounds, 0.92% hits. HEK293 M3R/inducible RGS4, carbachol calcium flux Fluo4; active compounds read low. B-score at 10 µM;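 active = B-score of the integrated calcium signal more than 4 SD below the library mean, with starting fluorescence not abnormally high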;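 also: negative B-score means reduced calcium response which marks RGS4 activation or potentiation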
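Detection: kinetic calcium fluorescence imaging with Fluo4-AM dye, 2 µM / Material: HEK293 cells with stable M3R and inducible RGS4 / Schedule: recording 10 s baseline at 1 Hz, 100 s post-agonist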
ANO1 block: blocks the mouse calcium-activated chloride channel TMEM16A; HEK293 TMEM16A/YFP iodide influx fluorescence, ionomycin; normalized B-score (activity score, 25-100; higher = stronger inhibition) at 10 µM; 310,000 compounds, 1.2% hits;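 active = ratio plate-corrected score three or more library SD toward inhibition, starting fluorescence score within five deviations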;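 also: score derived from kinetic fluorescence span divided by baseline fluorescence per well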
KCNQ1 block: inhibitors of human KCNQ1 potassium channel | P51787 | CHO-K1 KCNQ1, FluxOR thallium flux fluorescence; active compounds read high | B-score at 10 µM | 310,000 compounds, 1.3% hits | AID 2642;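 active = compounds whose thallium flux B-score, printed positive for inhibition, exceeds three library SD while starting fluorescence stays within three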;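 also: channel opened by potassium depolarization with thallium stimulus after 20 min compound exposure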
KCNK9 block: human KCNK9 channel inhibition; Q9NPC2; HEK293 KCNK9, FluxOR thallium flux fluorescence; active compounds read low; B-score at 10 µM; 310,000 compounds, 1.2% hits; AID 488922;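 active = ratio B-score over 3 SD below the library mean, with starting fluorescence within 5 SD of its mean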;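 also: negative B-score means less thallium flux so channel inhibition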
Target sequence (Q9NPC2 whole entry, looked up): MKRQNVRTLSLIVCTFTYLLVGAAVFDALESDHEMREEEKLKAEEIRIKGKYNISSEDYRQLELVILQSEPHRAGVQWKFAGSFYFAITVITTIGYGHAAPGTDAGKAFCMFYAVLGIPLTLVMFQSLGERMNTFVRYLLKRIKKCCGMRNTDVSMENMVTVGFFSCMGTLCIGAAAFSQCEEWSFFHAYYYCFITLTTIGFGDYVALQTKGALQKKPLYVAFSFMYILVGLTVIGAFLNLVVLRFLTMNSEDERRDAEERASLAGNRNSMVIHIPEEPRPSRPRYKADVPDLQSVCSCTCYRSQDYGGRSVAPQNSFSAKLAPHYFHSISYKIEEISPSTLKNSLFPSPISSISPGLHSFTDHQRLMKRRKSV
hERG protect: hERG (human) protection from proarrhythmic block. activation (rescue from dofetilide block), less the hit threshold, % at 10 µM. Q12809. AID 1511. CHO-hERG, FluxOR thallium flux, dofetilide IC70 present. 310,000 compounds, 0.51% hits;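 active = activation above the mean of controls blocked by dofetilide plus 5 SD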;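 also: thallium influx through hERG after potassium depolarization seen as dye fluorescence rise; in these data hits start at about 4.7%; inactives centre near -7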
RGS4 block: human RGS4 inhibition; HEK293 M3R/RGS4 inducible, Fluo-4 calcium flux; active compounds read high; triggered by carbachol at its EC20; B-score at 10 µM; 310,000 compounds, 0.45% hits; AID 463165;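 active = B-score, a plate-corrected calcium signal, over three deviations above library mean, with baseline fluorescence within five deviations of library mean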;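 also: RGS4 expression induced by doxycycline in cells with stable M3 receptor; B-score is computed from the integrated fluorescence ratio over baseline after carbachol; higher B-score means a larger calcium signal and so more RGS4 inhibition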
Target sequence (P49798 whole entry, looked up): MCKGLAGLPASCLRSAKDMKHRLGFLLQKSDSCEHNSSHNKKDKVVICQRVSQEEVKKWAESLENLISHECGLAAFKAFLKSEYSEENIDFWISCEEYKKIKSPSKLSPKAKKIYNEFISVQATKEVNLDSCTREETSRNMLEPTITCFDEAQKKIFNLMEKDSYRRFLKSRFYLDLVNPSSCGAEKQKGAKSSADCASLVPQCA
KCNK3 block: human KCNK3 channel inhibition, primary screen | AID 602410 | O14649 | 340,000 compounds, 0.84% hits | CHO-KCNK3 thallium flux, FluxOR fluorescence; active compounds read low | B-score at 10 µM;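 active = B-score under library mean minus 4 SD, starting fluorescence ratio at most library mean plus 5 SD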;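 also: more negative B-score means stronger inhibition of thallium flux through KCNK3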
MrgX1 ag: human MrgX1 receptor agonism, primary screen; Q96LB2; MrgX1-HEK293 cells, Fluo-4 calcium fluorescence, agonist mode; active compounds read high; B-score at 10 µM; 310,000 compounds, 0.44% hits;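 active = calcium response B-score plate-corrected fluorescence ratio at least 3 library SD, with starting fluorescence B-score inside 5 SD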
Target sequence (Q96LB2 whole entry, looked up): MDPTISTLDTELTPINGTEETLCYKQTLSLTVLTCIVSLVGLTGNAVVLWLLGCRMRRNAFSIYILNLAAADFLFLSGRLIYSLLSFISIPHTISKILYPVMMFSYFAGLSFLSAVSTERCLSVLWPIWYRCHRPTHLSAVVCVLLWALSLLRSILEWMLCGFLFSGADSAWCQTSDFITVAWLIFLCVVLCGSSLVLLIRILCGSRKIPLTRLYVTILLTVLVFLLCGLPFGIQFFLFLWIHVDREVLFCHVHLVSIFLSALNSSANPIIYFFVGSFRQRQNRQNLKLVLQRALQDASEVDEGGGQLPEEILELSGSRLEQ
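Material: MrgX1-expressing HEK293 cells; input: 15,000 cells per well; doses: test compound given as first of three sequential additions; schedule: overnight plating before 1 h dye loading; technique: Fluo-4 NW calcium-flux fluorescence, kinetic read; evaluation: baseline-normalised fluorescence change ratio, B-scored; control set: plate-wise positive and negative controls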
MrgX1 PAM: human MrgX1 positive allosteric modulation, primary screen | MrgX1-HEK293, Fluo-4 calcium flux, FDSS; active compounds read high | B-score at 10 µM | 310,000 compounds, 0.63% hits | AID 588675;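 active = plate-corrected calcium response at least 3 library SD above typical, normal starting fluorescence, not activating the receptor alone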;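 also: compound read alongside a low EC10 to EC30 dose of BAM8-22 agonist; peak minus trough fluorescence over baseline measured at the second addition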
* marks the source's active call; other numbers are inactive results; i = inactive; . = not tested or not shown.

SMILES | KCNQ1 act | ANO1 activ | RGS4 pot | ANO1 block | KCNQ1 block | KCNK9 block | hERG protect | RGS4 block | KCNK3 block | MrgX1 ag | MrgX1 PAM
Cn1nnnc1SCC(=O)Nc1nc2c(s1)CCCC2 | i | i | i | i | i | i | -1 | i | i | i | i
CCOC(=O)c1c(N2C(=O)C3C4C=CC(C4)C3C2=O)sc2c1CCC(C)C2 (configuration not stated) | i | i | i | i | i | i | -4 | i | i | i | i
COc1ccc(C)cc1NC(=O)C(OC(=O)c1ccc(Cl)c(S(=O)(=O)N(C)c2ccccc2)c1)c1ccccc1 (configuration not stated) | i | i | i | i | i | -9.6* | -6 | i | -9.8* | i | i
O=C(c1ccc(-c2cccc(C(F)(F)F)c2)o1)N1CCOCC1 | i | i | i | i | i | i | -11 | i | i | i | i
CN(C)/C=N/C(=S)Nc1ccc(Cl)cc1Cl | i | i | i | i | i | i | -2 | i | i | i | i
O=C(c1cccc([N+](=O)[O-])c1)N1CCN(c2ccc(Cl)cc2)CC1 | i | i | i | i | i | i | -5 | i | i | i | i
CC(C)CNC(=S)N(CCCN(C)C)Cc1cc2cc3c(cc2[nH]c1=O)OCCO3 | i | i | i | i | i | i | -5 | i | i | i | i
COc1ccc(CNC(=O)N2CCN(S(=O)(=O)c3ccc(C)cc3C)CC2)cc1 | i | i | i | i | i | i | -7 | i | i | i | i
CC1Cc2ccccc2N1C(=O)C1CCCN(S(=O)(=O)c2cccc3nsnc23)C1 (configuration not stated) | i | i | i | i | i | i | -10 | i | i | i | i
CC1CCC2(CC1)NC(=S)N(C(C)(C)C)N2 (configuration not stated) | i | i | i | i | i | i | -9 | i | i | i | i
CC(=O)c1c(C)n(-c2ccc(C)cc2C)c2ccc(O)cc12 | i | i | i | i | i | i | 0 | i | i | i | i
Cc1cccn2cc(-c3ccc(Cl)cc3)nc12 | i | i | i | i | i | i | -11 | i | i | i | i
CC(C)CC(NC=C1C(=O)OC(C)(C)OC1=O)C(=O)O (configuration not stated) | i | i | i | i | i | i | -5 | i | i | i | i
Cc1ccc(CSCCC(=O)NCCC2=CCCCC2)cc1 | i | i | i | i | i | i | -5 | i | i | i | i
O=C(Nc1cccc(C(F)(F)F)c1)Nc1ccc(N2CCCC2)c(S(=O)(=O)Nc2ccccc2Cl)c1 | i | i | i | i | i | i | -3 | i | i | i | i
Cc1ccc2cc(CCNC(=O)Cc3cccs3)c(=O)[nH]c2c1 | i | i | i | i | i | i | -6 | i | i | i | i
COc1ccc(S(=O)(=O)NCCC(=O)NCc2ccc(F)cc2)cc1 | i | i | i | i | i | i | -4 | i | i | i | i
Cc1ccn(CC(=O)N2CCCC(N3CCN(c4cccc(Cl)c4)CC3)C2)n1 (configuration not stated) | i | i | i | i | i | i | -7 | i | i | i | i
CC(=O)Nc1ccc(NC(=O)C/C(C)=N/NC(=O)c2cccc3ccccc23)cc1 | i | i | i | i | i | i | 1 | i | i | i | i
Nc1nc(CSC(=S)N2CCOCC2)nc(Nc2ccccc2)n1 | i | i | i | i | i | i | -3 | i | i | i | i

2 compounds from above, limited to RGS4 block and ANO1 block.
| canonical_smiles | RGS4 block | ANO1 block |
| --- | --- | --- |
| O=C(Nc1cccc(C(F)(F)F)c1)Nc1ccc(N2CCCC2)c(S(=O)(=O)Nc2ccccc2Cl)c1 | i | i |
| CC(=O)c1c(C)n(-c2ccc(C)cc2C)c2ccc(O)cc12 | i | i |

Next part
SMILES | KCNQ1 act | ANO1 activ | RGS4 pot | ANO1 block | KCNQ1 block | KCNK9 block | hERG protect | RGS4 block | KCNK3 block | MrgX1 ag | MrgX1 PAM
COc1ccc(NC(=O)C2Cc3ccccc3CN2C(=O)c2ccco2)cc1 (configuration not stated) | i | i | i | i | i | i | -4 | i | i | i | i
Cc1ccc(F)cc1NC(=O)COC(=O)C1CCN(c2ccc(C(F)(F)F)cn2)CC1 | i | i | i | i | i | i | -6 | i | i | i | i
CCc1ccccc1NC(=O)CSc1nc2ccccc2n1CC(=O)N1CCCC1 | i | i | i | i | i | i | -16 | i | i | i | i
CC(=O)N/C(=C/c1ccccc1)C(=O)NC(Cc1ccccc1)C(=O)O (configuration not stated) | i | i | i | i | i | i | -5 | i | i | i | i
COc1ccc(C2=NN(S(C)(=O)=O)C(c3ccc4nccnc4c3)C2)cc1 (configuration not stated) | i | i | i | i | i | i | -6 | i | i | i | i
CCOc1ccc(NC(=O)CCCN2C(=O)C(c3ccccc3)Oc3cccnc32)cc1 (configuration not stated) | i | i | i | i | i | i | -6 | i | i | i | i
Cc1cccc(NC(=O)c2ccc(COc3ccccc3)o2)n1 | i | i | i | i | i | i | -6 | i | i | i | i
O=C(Nc1cccc([N+](=O)[O-])c1)c1cnccn1 | i | i | i | i | i | i | 0 | i | i | i | i
CC(C)n1c(SCC(=O)Nc2ccccc2)nc2c1c(=O)n(C)c(=O)n2C | i | i | i | i | i | i | -8 | i | i | i | i
COc1ccc(-c2c(-c3ccc(OCC(=O)NN)cc3O)n[nH]c2C)cc1 | i | i | i | i | i | i | -10 | i | i | i | i
Cn1c(N2CCOCC2)c(C#N)c2ccccc21 | i | i | i | i | i | i | -4 | i | i | i | i
Cc1ccccc1NC(=O)CCN1CCN(CCO)CC1 | i | i | i | i | i | i | -10 | i | i | i | i
O=C(CSCc1cccc(Cl)c1)OCc1nc2ccsc2c(=O)[nH]1 | i | i | i | i | i | i | -8 | i | i | i | i
O=C1CSCN1c1cc(Cl)ccc1Cl | i | i | i | i | i | i | -6 | i | i | i | i
CS(=O)(=O)c1cccc(-c2nnc(NC(=O)C3=COCCO3)o2)c1 | i | i | i | i | i | i | -12 | i | i | i | i
CCC(=O)Nc1cccc(C(=O)OCC(=O)c2ccccc2Cl)c1 | i | i | i | i | i | i | -17 | i | i | i | i
CNC(=S)N1N=C(c2ccc(C)cc2)CC1c1ccc(N(C)C)cc1 (configuration not stated) | i | i | i | i | i | i | -15 | i | i | i | i
Nc1nnnn1CC(=O)N/N=C/c1ccccn1 | i | i | i | i | i | i | -12 | i | i | i | i
CCOC(=O)N1CCC(NC(=O)C2=CCN(S(=O)(=O)c3ccc(OC)cc3)CC2)CC1 | i | i | i | i | i | i | -7 | i | i | i | i
COc1ccc(CC(=O)Nc2cccc(C(=O)Nc3cccc(C)c3)c2)cc1 | i | . | i | i | i | i | -8 | i | . | i | i
O=C(CN1CC(=O)Oc2ccccc21)OCC(=O)c1ccccc1 | i | i | i | i | i | i | -4 | i | i | i | i
O=C(NCCc1ccccc1)c1ccc(-n2cnnn2)cc1 | i | i | i | i | i | i | -1 | i | i | i | i
COc1cc2c(cc1OC)C(C(=O)N(C)Cc1ccccc1)C(c1cccnc1)N(C)C2=O (configuration not stated) | i | i | i | i | i | i | 4 | i | i | i | i
CCC1C(=O)NCCN1Cc1nc(-c2ccc(C)s2)oc1C (configuration not stated) | i | i | i | i | i | i | -13 | i | i | i | i
Cc1nnc(SCC(=O)NC23CC4CC(CC(C4)C2)C3)n(N)c1=O | i | i | i | i | i | i | -6 | i | i | i | i
O=C(c1ccc(N2C(=O)C3CCCCC3C2=O)cc1)N1CCCCC1 (configuration not stated) | i | i | i | i | i | i | -6 | i | i | i | i
CCCn1c(=O)c(C(=O)NNC(=O)c2cccc([N+](=O)[O-])c2)c(O)c2ccccc21 | i | i | i | i | i | i | -14 | i | i | i | i
COc1cc(OC)cc(C(=O)NCC(=O)OCc2csc(-c3ccccc3)n2)c1 | i | i | i | i | i | i | -11 | i | i | i | i
Cc1nnc(-c2cnn(C)c2N)n1Cc1cccc(Cl)c1 | i | i | i | i | i | i | -7 | i | i | i | i
CSc1nnc(-c2cnccn2)n1CCCN1CCCC1=O | i | i | i | i | i | i | -9 | i | i | i | i
Cc1ccc(Cn2nc3c4cc(F)ccc4n(Cc4ccc(F)cc4)cc-3c2=O)cc1 | i | i | i | . | i | i | -7 | i | i | . | .
COc1cc(S(=O)(=O)Nc2cccc(C)c2)ccc1NC(=O)c1cccnc1 | i | i | i | i | i | i | 0 | i | i | i | i
Cc1c(Cl)cccc1NC(=S)N(CCCN1CCOCC1)Cc1cccs1 | i | i | i | i | i | i | -8 | i | i | i | i
CCCCOc1ccc(N(CC(=O)NC2CCCC2)C(=O)CCC(=O)Nc2ccccn2)cc1 | i | i | i | i | i | i | -8 | i | i | i | i
CN(C)C(=O)OCC1COc2ccccc2O1 (configuration not stated) | i | i | i | i | i | i | -3 | i | i | i | i
O/N=C/c1ccccc1Oc1ccc(Cl)cc1 | i | i | i | i | i | i | -12 | i | i | i | i
COCCSc1nc(N)c2c3c(sc2n1)CN(C)CC3 | i | i | i | i | i | i | -2 | i | i | i | i
CCOC(=O)c1cnc2c(Cl)c(Cl)ccc2c1NCCN1CCOCC1 | i | i | i | i | i | i | -2 | i | i | i | i
CC(=O)c1ccc(N2CCN(c3ccc(C(F)(F)F)cn3)CC2)cc1 | i | i | i | i | i | i | -7 | i | i | i | i
c1ccc(OCCOc2cccc3cccnc23)cc1 | i | i | i | i | i | i | -5 | i | i | i | i
O=C1Oc2ccccc2C2(O)C3CCCCCC3C12 (configuration not stated) | i | i | i | i | i | i | -8 | i | i | i | i
c1ccc(N2CCN(c3nc4ccccc4n4cnnc34)CC2)cc1 | i | i | i | i | i | i | -1 | i | i | i | i
O=c1oc2cc(O)ccc2cc1-c1nc2c(s1)CCc1ccccc1-2 | . | i | . | i | . | . | . | . | i | i | i
Cc1cc([N+](=O)[O-])nn1CC(=O)NCc1ccco1 | i | i | i | i | i | i | -6 | i | i | i | i
CCOc1ccccc1N1CCN(C(=O)c2cc[n+]([O-])cc2)CC1 | i | i | i | i | i | i | 0 | i | i | i | i
Cc1ccc(CNC(=O)c2sccc2-n2cccc2)cc1 | i | i | i | i | i | i | -4 | i | i | i | i
CN(C)/C=C1\C(=O)NN=C1C(F)(F)F | i | i | i | i | i | i | -6 | i | i | i | i
COc1ccc(C(=O)Nc2cc(C)nc3ccccc23)cc1OC | i | i | i | i | i | i | -12 | i | i | i | i
